FBPA Giardia inh: blocks Giardia fructose-bisphosphate aldolase activity; purified Giardia FBPA; actives 0.71% (n = 290,000); Potency, µM (series often up to 59.6 µM), inactives show top-dose activity, negative = inhibition, usual class: inhibitors; active = well fitted inhibition curve with a large enough effect; inconclusive = small, poorly fitted or top-dose-only effect, or effect the other way; also: nearly all actives have a fitted effect of over 55% in size
Target sequence (A8B2U2 whole entry, looked up): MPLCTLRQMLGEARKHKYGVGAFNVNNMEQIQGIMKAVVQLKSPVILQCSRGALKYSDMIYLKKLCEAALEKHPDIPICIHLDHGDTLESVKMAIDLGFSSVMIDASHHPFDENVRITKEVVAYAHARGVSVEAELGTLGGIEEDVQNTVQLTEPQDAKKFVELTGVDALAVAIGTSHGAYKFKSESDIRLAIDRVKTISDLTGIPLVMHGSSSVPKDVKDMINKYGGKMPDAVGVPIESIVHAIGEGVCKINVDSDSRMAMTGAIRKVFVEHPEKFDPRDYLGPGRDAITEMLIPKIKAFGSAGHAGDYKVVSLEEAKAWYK
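Giardia FBPA (40 nM reagent) was preincubated 10 min at RT with compound (up to 57.5 uM final), then substrate plus GAPDH/TPI/NAD/arsenate coupling system with diaphorase/resazurin was added; resorufin fluorescence (525/598 nm) was read after 20 min.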
Active calls of the source: *; ? = inconclusive; & = joins results of further samples; [ ] = dose if it differs, or a comment. % is scaled to controls: 0 for no effect and ±100 for the full control effect; potency is read from the fitted curve at half-maximal effect. A portion of the library; count on the stated rates, not on these rows.

SMILES	FBPA Giardia inh
COC(=O)CC1C(C)(C)C(=O)C2CC3=C(CC[C@]4(C)C3=CC(=O)OC4c3ccoc3)[C@@]1(C)C2=O (stereo partly specified)	-4%
CS(=O)(=O)N1CCC2(CC1)CN(Cc1cc(C(F)(F)F)cc(C(F)(F)F)c1)C2	4%
CN1CCN(c2ncc3nc(-c4cccs4)c(=O)n(-c4ccccc4)c3n2)CC1	1%
CCC(=O)OCC(=O)[C@@]1(OC(=O)CC)[C@@H](C)C[C@@H]2[C@H]3CCC4=CC(=O)C=C[C@]4(C)[C@@]3(F)[C@@H](O)C[C@@]21C	-6%
CCc1c2c(nc3ccc(OC)cc13)OC(C)C2 (stereo unspecified)	-2%
COCCn1c(=O)c(-c2cccc(C#N)c2)nc2cnc(Oc3cccc(Cl)c3)nc21	5%
CC1(C)CCC=[N+]1[O-]	2%
CC(=O)Nc1ccc(S(=O)(=O)N2CCc3nc(COc4ccccc4)c4c(c3C2)CO[C@@H](C)C4)cc1	10%[12.9 µM]
Cc1cc(C)cc(/C=C/C2OCC(O)C2Oc2ccc(C3CCCC3)cc2)c1 (stereo unspecified)	2%&-1%[12.9 µM]
COc1ccc2oc(-c3ccc(O)cc3)cc(=O)c2c1	0%
Cc1cnc(CNc2ccnc(-c3cccnc3)n2)cn1	-7%
c1ncc(CCCC2CCNCC2)[nH]1	-19%
COc1ccc(-c2nc(-c3ccccc3)oc2Nc2c(C)cccc2C)cc1	0%
NC(CCCCCP(=O)(O)O)C(=O)O (stereo unspecified)	3%
CN[C@@H]1[C@H](O[C@H]2[C@@H](O[C@@H]3[C@@H](O)[C@@H](O)[C@@H](N=C(N)N)[C@@H](O)[C@@H]3N=C(N)N)O[C@@H](C)[C@]2(O)CO)O[C@H](CO)[C@@H](O)[C@@H]1O	4%[21.7 µM]
NC[C@@H]1O[C@H](O[C@H]2[C@H](O)[C@@H](O[C@H]3[C@H](O)[C@H](N)C[C@H](N)[C@H]3O[C@@H]3O[C@H](CO)[C@@H](O)[C@H](O)[C@@H]3N)O[C@H]2CO)[C@@H](N)[C@H](O)[C@@H]1O	3%[21.7 µM]
CN1CC[C@@]2(CCCN(C(=O)c3ccncc3)C2)C1	-5%
CO/N=C(\C(=O)N[C@@H]1C(=O)N2C(C(=O)O)=C(CSc3nc(=O)c(O)nn3C)CSC12)c1csc(N)n1 (stereo partly specified)	-1%
C=CCC(C)(O)c1ccc(OC)cc1 (stereo unspecified)	0%
COc1ccc(C(=O)N2CCC3(CCCN(Cc4cc(C(F)(F)F)cc(C(F)(F)F)c4)C3)CC2)cc1	-4%
COC(=O)C[C@H]1c2ccccc2C2=C(C[C@@H](C)[C@H]3C(=O)NC(=O)[C@@H]23)N1C(=O)OC	6%[12.9 µM]
CN1[C@H](Cc2ccccc2)C=C[C@]1(C)C(=O)NCC1CC1	-24%
C=C1C2C[C@]3(C4CC5[C@@]6(C)CC[C@H](O)[C@@]5(C3CC2=O)C4[N+]([O-])(CC)C6)[C@@H]1O (stereo partly specified)	1%
CC1(C)CCC2=C(O1)c1ccccc1C(=O)C2=O	1.6µM*
COc1cccc(Nc2ncc3ncc(=O)n(Cc4ccc(F)cc4)c3n2)c1	1%
COCCNc1ncnc2ccc(-c3cccc(NS(C)(=O)=O)c3)cc12	0%
N#CCCCSc1nnnn1-c1cc(C(F)(F)F)cc(C(F)(F)F)c1	1%
CC(C)C[C@@H](CC(=O)N[C@@H](CCC(=O)O)CC(=O)O)NC(=O)[C@@H]1CCCC[C@H]1NC(=O)C[C@@H](NC(=O)C[C@H](CO)NC(=O)[C@@H]1CNCC[C@H]1N)C(C)C	-16%
CS(C)(=O)=O	9%
N#Cc1ccc(CN2CC[C@@]3(CCCN(C(=O)c4cccc(F)c4)C3)C2)cc1	-1%
Cc1c2ccccc2c(CSC(=N)N)c2ccccc12	-14%
CCN(CC)CCCCn1c(-c2ccccc2)nc2c(NCCOC)nc(C)nc21	4%
CC12C=C(/C=C/C=C/c3ccccc3)C(C)(C1)C(/C=C/c1ccccc1)CC2=O (stereo unspecified)	-3%[12.9 µM]
COCC(=O)N1CCC2(CCN(Cc3ccc(C#N)cc3)CC2)CC1	-4%
O=c1c(-c2ccccc2)nc2cnc(Nc3ccccc3)nc2n1Cc1cccs1	4%
COC(=O)[C@@H](NC(=O)O[C@@H]1C(=O)c2cc(OC)ccc2O[C@H]1c1cccc(OC)c1)C(C)C	0%
COc1ccccc1CNc1cc(-c2ccccc2OC)ncn1	-7%
Cn1c(N)c(C(=O)COC(=O)c2cc(C(F)(F)F)nc3c(C(F)(F)F)cccc23)c(=O)n(C)c1=O	4%
C[C@H]1CO1	0%
CCNc1ncc2nc(-c3ccc(Cl)cc3)c(=O)n(Cc3ccc(F)cc3)c2n1	4%
CC(=O)CC(c1ccc(O)cc1)c1c(O)c2ccccc2oc1=O (stereo unspecified)	9%
c1csc(CN2CCC3(CCNCC3)CC2)n1	-6%
COc1ccc(C(=O)N2CCC3(CC2)CN(c2ccc(-c4ccccc4)cc2)C3)cc1	1%
COc1ccc2nc3c(c([Si](C)(C)C(C)(C)C)c2c1)Cn1c-3cccc1=O	-1%
CON	?

Filtered by structure: those above containing a thiophene ring, fused or not.
SMILES	FBPA Giardia inh
CN1CCN(c2ncc3nc(-c4cccs4)c(=O)n(-c4ccccc4)c3n2)CC1	1%
O=c1c(-c2ccccc2)nc2cnc(Nc3ccccc3)nc2n1Cc1cccs1	4%

(list continues)
SMILES	FBPA Giardia inh
CC[C@H](C)[C@H](NC(=O)[C@H](Cc1ccc(O)cc1)NC(=O)[C@@H](NC(=O)[C@H](CCCNC(=N)N)NC(=O)[C@@H](N)CC(=O)O)C(C)C)C(=O)N[C@@H](Cc1cnc[nH]1)C(=O)N1CCC[C@H]1C(=O)N[C@@H](Cc1ccccc1)C(=O)N[C@@H](Cc1cnc[nH]1)C(=O)N[C@@H](CC(C)C)C(=O)N[C@@H](CC(C)C)C(=O)N[C@H](C(=O)N[C@@H](Cc1ccc(O)cc1)C(=O)N[C@@H](CO)C(=O)O)C(C)C	-3%
Nc1ncnc2n[nH]c(Nc3ccc(F)cc3)c12	2%
C[C@@H](C(=O)N[C@@H](CO)Cc1ccccc1)[C@H]1C[C@]1(C)[C@H](NC(=O)OCc1ccccc1)c1ccccc1	-1%
CCOC(=O)CCN(SN(C)C(=O)Oc1cccc2c1OC(C)(C)C2)C(C)C	-5%
COC(=O)[C@H](C)NC(=O)C/C=C\[C@@H](C)CO	0%[12.9 µM]
CC[C@@]12CCCN3CCc4c(n(c5ccccc45)C(=O)C1)[C@H]32	3%[21.7 µM]
CC(=O)OC1CC2C(C)(C)C(O)CC[C@@]2(C)C2CC[C@@]3(C)C(c4ccoc4)OC(=O)C4OC43[C@]12C (stereo partly specified)	-2%
COCCn1c(=O)c(CCc2ccccc2)nc2cnc(Nc3cccc(OC)c3)nc21	1%
CC1(C)CC[C@]2(C(=O)O)C(O)C[C@@]3(C)C(=CCC4[C@@]5(C)CCC(O)C(C)(C)C5CC[C@@]43C)C2C1 (stereo partly specified)	6%
C[C@@]12CCC(=O)C=C1C=C[C@H]1[C@H]3CC[C@](O)(CCC(=O)O)[C@]3(C)CC[C@@H]12	2%[21.7 µM]
COc1ccc(Oc2ncc3ncc(=O)n(CCc4ccccc4)c3n2)cc1	-2%
COc1ccccc1CN1CCCC2(CCN(S(=O)(=O)c3ccccc3)CC2)C1	2%
COc1cc(OC)c2c(c1Cl)O[C@@]1(C2=O)[C@H](C)CC(=O)C[C@@H]1OC	3%[21.7 µM]
C=C1CC2C(=O)N(Cc3ccccc3)C(C(=O)O)C1N2C(=O)OC(C)(C)C (stereo unspecified)	-1%
COc1ccc(-c2nnc3n2N=C(c2ccc(OC)cc2OC)CS3)cc1	4%
CCNc1ncc2ncc(=O)n(CCOC)c2n1	-3%
CC1(C)CC2C1CCC1(C)OC2(C)CCC1O (stereo unspecified)	0%
COc1cc2c(cc1O)CCC1C2CC[C@@]2(C)C1CC[C@@H]2O (stereo partly specified)	4%
C=CC1=C2C=C(C3CC3)N(CC(C)C)C=C2C(=O)C(C)(OC(=O)c2ccco2)C1=O (stereo unspecified)	?
Cc1occc1C(=O)Nc1ccccc1	1%
O=S(=O)(c1ccccc1)N1CCC[C@@]2(CCN(C(c3ccccc3)c3ccccc3)C2)C1	-4%
CN(C)/N=N\c1nc[nH]c1C(N)=O	-6%[21.7 µM]
O=C(O)c1ccc(O)cc1	0%
O=C(c1cc(C(F)(F)F)cc(C(F)(F)F)c1)N1CCC2(CC1)CCN(c1ccncc1)CC2	-1%
CC(C)(C)OC(=O)NC(Cc1ccccc1)C(=O)NC1COC2CC(n3ccc(=O)[nH]c3=O)OC12 (stereo unspecified)	5%
CC[C@H](CO)NC(=O)[C@H]1C=C2c3cccc4[nH]cc(c34)C[C@@H]2N(C)C1	-10%[21.7 µM]
CC(=O)Oc1cccc(O)c1	-7%
c1ccc2c(Cc3c[nH]c4ccccc34)c[nH]c2c1	-2%&-3%
CS(=O)(=O)c1ccc(Cn2c3c(c4cc(F)cc(F)c42)CCC[C@H]3CC(=O)O)cc1	?
C#CCCCO/N=C1/C[C@@H](O)[C@@H](O)[C@@H]2[C@@H]3C(=O)N(CCC(=O)OCC)C(=O)[C@H]3CC[C@H]12	0%[12.9 µM]

Overlap with the part before: 4 entries, then new ones.
SMILES	FBPA Giardia inh
CC(=O)Oc1cccc(O)c1	-7%
c1ccc2c(Cc3c[nH]c4ccccc34)c[nH]c2c1	-2%&-3%
CS(=O)(=O)c1ccc(Cn2c3c(c4cc(F)cc(F)c42)CCC[C@H]3CC(=O)O)cc1	?
C#CCCCO/N=C1/C[C@@H](O)[C@@H](O)[C@@H]2[C@@H]3C(=O)N(CCC(=O)OCC)C(=O)[C@H]3CC[C@H]12	0%[12.9 µM]
Cc1noc(C)c1-c1ccc2ncnc(NCc3ccc(Br)cc3)c2c1	-1%
Nc1nc(SCc2ccc([N+](=O)[O-])cc2)c2ncn([C@@H]3O[C@H](CO)[C@H](O)[C@H]3O)c2n1	-4%
COC(=O)C1=C(C(=O)OC)[C@@H]2Nc3ccccc3[C@@]23C[C@@H](C(=O)OC)N(S(=O)(=O)c2ccc(C)cc2)C3=N1	5%[12.9 µM]
COc1cccc(Nc2ncc3nc(C)c(=O)n(C)c3n2)c1	-4%
CC(=O)C(O)C(c1ccccc1)c1c(O)c2ccccc2oc1=O (stereo unspecified)	12%
COC(=O)[C@@]1(Cc2ccccc2)[C@@H]2[C@@H](CC(=O)[C@H]2CC(=O)C(=O)N(C)C)CN1C(=O)c1ccccc1	-6%
COC(=O)N1C2=C(c3ccccc3[C@@H]1CC(=O)Nc1ccc(Br)cc1)[C@@H]1C(=O)N(c3ccccc3)C(=O)[C@@H]1[C@H](C)C2	-1%[12.9 µM]
FC(F)(F)c1cc(NC(=S)NC(c2ccccc2)c2ccccc2)cc(C(F)(F)F)c1	4%
C[C@H](NC(=O)CNC(=O)[C@@H](NC(=O)[C@H](Cc1ccccc1)NC(=O)CNC(=O)CNC[C@@H](N)Cc1ccccc1)[C@@H](C)O)C(=O)N[C@@H](CCCN=C(N)N)C(=O)N[C@@H](CCCCN)C(=O)N[C@@H](CO)C(=O)N[C@@H](C)C(=O)N[C@@H](CCCN=C(N)N)C(=O)N[C@@H](CCCCN)C(N)=O	4%
O=c1cnc2cnc(N3CCOCC3)nc2n1C1CC1	10%
CC1/C=C/C=C/C=C/C=C/C=C/C=C/C=C/C(OC2OC(C)C(O)C(N)C2O)CC2O[C@@](O)(CC(O)CC(O)C(O)CCC(O)CC(O)CC(=O)OC(C)[C@H](C)C1O)CC(O)C2C(=O)O (stereo partly specified)	-27%
CCCCCC(CC(=O)O)C(=O)O (stereo unspecified)	5%
NC(=O)CN1CC(O)CC1=O (stereo unspecified)	-3%
COc1ccc(CNc2ncncc2-c2cccc(NS(C)(=O)=O)c2)c(OC)c1	0%
CCCc1cc2c(n1Cc1ccc(OC)cc1)C(C)C1CN(C(=O)c3ccccc3)C(C)(C(=O)OC)C21 (stereo unspecified)	?

As entered above:
`FC(F)(F)c1cc(NC(=S)NC(c2ccccc2)c2ccccc2)cc(C(F)(F)F)c1` @ FBPA Giardia inh = 4%
`CCCCCC(CC(=O)O)C(=O)O` (stereo unspecified) @ FBPA Giardia inh = 5%
`CC(=O)C(O)C(c1ccccc1)c1c(O)c2ccccc2oc1=O` (stereo unspecified) @ FBPA Giardia inh = 12%
`COC(=O)C1=C(C(=O)OC)[C@@H]2Nc3ccccc3[C@@]23C[C@@H](C(=O)OC)N(S(=O)(=O)c2ccc(C)cc2)C3=N1` @ FBPA Giardia inh = 5%[12.9 µM]
`NC(=O)CN1CC(O)CC1=O` (stereo unspecified) @ FBPA Giardia inh = -3%

(next part)
SMILES	FBPA Giardia inh
Cc1ccccc1-c1nc(NC2CCNCC2)c2ccccc2n1	0%
COc1ccc(C(=O)N2CCC3(CC2)CN(c2ccccc2)C3)cc1	-4%
CCCCC/C=C\C/C=C\C/C=C\C/C=C\CCCC(=O)NC1CC1	5%
CO[C@@H]1[C@@H]2OP(=O)(O)OC[C@H]2O[C@H]1n1c(Sc2ccc(Cl)cc2)nc2c(N)ncnc21	5%
Cc1nc2cnc(Oc3cccc(Cl)c3)nc2n(CCC#N)c1=O	-2%
CN(C)C(=O)c1ccc(-c2nc(NC3CCNCC3)c3ccccc3n2)cc1	1%
CC(C)(C)OC(=O)N1CCC[C@H]1C(O)(c1ccccc1)c1ccccc1	0%
C/C=C1\COC(C(=O)NCc2ccccn2)(C(F)(F)F)C=C1C=C(C)C (stereo unspecified)	-9%
COc1cc2c(cc1OC)C1C(=O)c3ccc4c(c3OC1CO2)C=CC(C)(C)O4 (stereo unspecified)	-12%
NC(=NC1C2CC3CC(C2)CC1C3)Nc1ccc(I)cc1 (stereo unspecified)	1%
O=C1CCCC=C1[C@H](O)CCCCBr	-4%[12.9 µM]
CCOC(=O)C(CCc1ccccc1)NC(C)C(=O)N1Cc2cc(OC)c(OC)cc2CC1C(=O)O (stereo unspecified)	0%
